Screening data: PubChem BioAssay, several laboratories
TRPC4 agonist – activators of mouse TRPC4 channel; AID 2237; Q9QUQ5; HEK293 TRPC4beta/mu-opioid, Fluo4 calcium fluorescence; active compounds read high; 310,000 compounds, 0.49% hits; B-score at 10 µM;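 active = B-score above 5 SD of library B-scores, and initial fluorescence ratio not above library mean plus 5 SD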;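 note: positive B-score marks a calcium rise read as TRPC4 activation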
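Material: HEK293 stable line with TRPC4beta plus mu-opioid receptor; technique: Fluo4 calcium-sensitive dye fluorescence, kinetic, 1 Hz baseline; timing: Fluo4 dye loading 45 min at room temperature, 110 s recording; controls: assay buffer as low control, maximal DAMGO as high control; read-out: integrated baseline-normalised fluorescence ratio, converted to per-well B score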
TRPC4 PAM – allosteric potentiators of mouse TRPC4 channel; Q9QUQ5; HEK293 TRPC4beta/mu-opioid, DAMGO EC20, Fluo-4 Ca2+ flux; active compounds read high; B-score at 10 µM; 310,000 compounds, 0.42% hits; AID 2227;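 active = B-score of calcium response area above 5 SD of library B-scores, with initial fluorescence ratio within 5 SD of library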;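 note: B-score of integrated fluorescence ratio over time as area under calcium response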
Platelet DG rel – modulates dense granule release in human platelets; human platelet-rich plasma, SFLLRN dense granule ATP release, luminescence; inhibition, %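 (compounds screened at 7.5 µM in platelet-rich plasma)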; 300,000 compounds, 0.22% hits;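 active = mean replicate score, as percent of positive control, at or above 50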
TRPC4 block – TRPC4 (mouse) channel inhibition. HEK293 TRPC4beta/mu-opioid, DAMGO-evoked Fluo4 calcium flux; active compounds read low. B-score at 10 µM. 300,000 compounds, 0.39% hits. AID 2247;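 active = B-score over 3 SD under the library average, no early fluorescence shift, positive overall ratio signal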
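Assay system: HEK293 cells with stable TRPC4beta plus mu-opioid receptor expression. Dosing: single dose. Measured by: Fluo4 Ca2+ flux fluorescence. Also added: DAMGO in two steps, submaximal then maximal. Read-out: B score from integrated Fluo4 fluorescence ratio.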
PolyA inh – blocks polyadenylation in yeast reporter cells; calls only at 12 µM; S. cerevisiae SKY197-pL101 polyadenylation reporter, beta-gal luminescence; efflux-impaired pdr1/pdr3 knockout yeast; score 100 = 6 SD above DMSO; AID 1875; 300,000 compounds, 0.02% hits;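 active = lowest replicate activity score at least 50, where 100 means six control SD above control mean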;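 note: yeast exposed to compound for 9 h at 30 °C; higher score means more reporter readthrough which indicates perturbed polyadenylation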
KCNQ1 pot – human KCNQ1 channel potentiation or activation | CHO-K1 KCNQ1, thallium flux FluxOR fluorescence; active compounds read high | 310,000 compounds, 0.35% hits | B-score at 10 µM | P51787;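 active = fluorescence ratio B-score, a plate-corrected score, at least three library SD, with initial intensity B-score within 5 SD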
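assay system = CHO-K1 cells stably expressing KCNQ1 | medium = assay buffer, equal DMSO in all wells | timing = 37 °C overnight plating, 90-min dark dye load, 20-min compound pretreatment | measured by = kinetic FluxOR thallium fluorescence, 10-s 1-Hz baseline, 110-s post-stimulus read | measure = fluorescence change relative to baseline, converted to B score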
KCNK9 inh – inhibitors of human KCNK9 two-pore domain potassium channel | B-score at 10 µM | AID 488922 | HEK293 KCNK9, FluxOR thallium flux fluorescence; active compounds read low | 310,000 compounds, 1.2% hits;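 active = ratio B-score over 3 SD below the library mean, with starting fluorescence within 5 SD of its mean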;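 note: negative B-score means less thallium flux so channel inhibition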
Target sequence (Q9NPC2 whole entry, looked up, the tested form may be a part): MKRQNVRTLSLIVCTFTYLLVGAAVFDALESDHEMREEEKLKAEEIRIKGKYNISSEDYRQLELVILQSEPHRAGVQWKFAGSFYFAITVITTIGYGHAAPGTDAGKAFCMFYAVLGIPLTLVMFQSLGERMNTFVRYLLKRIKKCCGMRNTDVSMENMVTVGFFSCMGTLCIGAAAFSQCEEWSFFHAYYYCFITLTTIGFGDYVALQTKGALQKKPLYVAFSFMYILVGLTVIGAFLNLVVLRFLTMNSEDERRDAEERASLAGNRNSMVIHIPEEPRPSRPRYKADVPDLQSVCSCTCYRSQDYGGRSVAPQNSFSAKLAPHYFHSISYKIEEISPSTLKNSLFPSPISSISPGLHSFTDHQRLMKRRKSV
DYRK1A inh – Dyrk1A (rat) kinase inhibition | Q63470 | ADP-Glo luminescence, NFATc1 peptide | inhibition, % at 12.5 µM | 310,000 compounds, 0.43% hits; in the data active = inhibition above about 50%;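 note: plate controls were vehicle with enzyme for no effect and no enzyme for full effect; many of its hits are not listed in these tables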
KCNK3 block – human KCNK3 channel inhibition, primary screen | O14649 | CHO-KCNK3 thallium flux, FluxOR fluorescence; active compounds read low | B-score at 10 µM | 340,000 compounds, 0.84% hits;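 active = B-score under library mean minus 4 SD, starting fluorescence ratio at most library mean plus 5 SD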;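 note: more negative B-score means stronger inhibition of thallium flux through KCNK3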
Target sequence (O14649 whole entry, looked up): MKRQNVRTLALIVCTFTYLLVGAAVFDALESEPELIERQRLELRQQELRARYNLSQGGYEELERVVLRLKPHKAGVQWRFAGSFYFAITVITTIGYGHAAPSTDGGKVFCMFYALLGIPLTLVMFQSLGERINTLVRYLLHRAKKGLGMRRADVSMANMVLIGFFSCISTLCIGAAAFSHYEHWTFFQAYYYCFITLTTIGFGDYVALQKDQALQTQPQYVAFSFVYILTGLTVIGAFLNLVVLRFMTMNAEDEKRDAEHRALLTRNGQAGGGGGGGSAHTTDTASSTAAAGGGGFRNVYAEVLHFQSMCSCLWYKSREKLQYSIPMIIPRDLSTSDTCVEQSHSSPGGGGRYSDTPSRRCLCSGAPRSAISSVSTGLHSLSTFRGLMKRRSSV
KCNQ1 block – blocks the human KCNQ1 potassium channel; CHO-K1 KCNQ1, FluxOR thallium flux fluorescence; active compounds read high; 310,000 compounds, 1.3% hits; B-score at 10 µM;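 active = compounds whose thallium flux B-score, printed positive for inhibition, exceeds three library SD while starting fluorescence stays within three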;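 note: channel opened by potassium depolarization with thallium stimulus after 20 min compound exposure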
hERG rescue – hERG (human) protection from proarrhythmic block; CHO-hERG, FluxOR thallium flux, dofetilide IC70 present; activation (rescue from dofetilide block), less the hit threshold, % at 10 µM; 310,000 compounds, 0.51% hits;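 active = activation above the mean of controls blocked by dofetilide plus 5 SD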;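 note: thallium influx through hERG after potassium depolarization seen as dye fluorescence rise; in these data hits start at about 4.7%; inactives centre near -7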
* marks the source's active call; other numbers are inactive results; i = inactive; . = no result given.

nr	mol	TRPC4 agonist	KCNK3 block	TRPC4 PAM	TRPC4 block	KCNQ1 block	KCNK9 inh	KCNQ1 pot	DYRK1A inh	PolyA inh	hERG rescue	Platelet DG rel
1	CN(CC(=O)Nc1cccc(F)c1)C(=O)c1ccc(OCC2CCCO2)cc1 (stereo unspecified)	i	i	i	i	i	i	i	-8	i	-10	1
2	O=C(CC(Nc1ccccc1)c1ccccc1)C1CC1 (stereo unspecified)	i	i	i	i	i	i	i	-1	i	-7	-6
3	CCc1ccc(N2NC(=O)/C(=C/C=C/c3ccco3)C2=O)cc1	i	i	i	i	i	i	i	-1	i	-10	2
4	O=C(CCn1c(=O)oc2ccccc21)NCc1ccco1	i	i	i	i	i	i	i	-1	i	-11	2
5	O=C(c1ccc2nc(-c3ccccc3)c(-c3ccccc3)nc2c1)N1CCCCC1	i	i	i	i	i	i	i	-2	i	-15	-8
6	Cc1cc(NC(=O)CCCn2ccc([N+](=O)[O-])n2)n(Cc2ccc(F)cc2)n1	i	i	i	i	i	i	i	0	i	-1	-1
7	CN(CC(=O)NC1CCCCC1)S(=O)(=O)c1cccc2cccnc12	i	i	i	i	i	i	i	-3	i	-2	3
8	S=C(NCc1ccc2[nH]c3c(c2c1)CCCC3)Nc1ccccc1Cl	i	i	i	i	i	i	i	-4	i	-11	-3
9	Cc1cccc(OC(C)C(=O)N2CCc3ccccc3C2)c1 (stereo unspecified)	i	i	i	i	i	i	i	.	i	-11	-4
10	O=S1(=O)CCN2C(Cc3ccc(SC(F)F)cc3)=CSC2=N1	i	i	i	i	i	i	i	0	i	1	-1
11	CCN(N=O)[C@@H](Cc1ccccc1)CN(N=O)[C@@H](Cc1ccccc1)CN(C)N=O	i	i	i	i	i	i	i	-5	i	-7	0
12	COc1ccc(S(=O)(=O)NCCCCC(=O)O)cc1C(=O)O	i	i	i	i	i	i	i	.	i	-6	4
13	CCC(=O)Nc1cccc(C(=O)c2ccc(C)c(C)c2)c1	i	i	i	i	i	i	i	17	i	-6	-4
14	C/C(=N\Nc1ccc(F)cc1)c1ccc(N2CCOCC2)c(F)c1	i	i	i	i	i	i	i	-4	.	-8	5
15	Cc1cccc(CCNS(=O)(=O)c2ccc3c(c2)NC(=O)C(C)S3)c1 (stereo unspecified)	i	i	i	i	i	i	i	-1	i	-8	-9
16	CCOC(=O)Cn1c(=O)c2c(nc3n2CCS3)n(C)c1=O	i	i	i	i	i	i	i	5	i	-9	13
17	CC(C)(C)NC(=O)C(c1cccs1)N(CC1CCCO1)C(=O)c1ccc(-c2ccccc2)[nH]1 (stereo unspecified)	i	i	i	i	i	i	i	-3	i	-7	-1
18	COCCCNc1cc(C)nc2ccccc12	i	i	i	-6*	i	i	i	-1	i	-4	-3
19	CSCC[C@H](NC(=O)c1ccc(Br)o1)c1nnc2ccccn12	i	i	i	i	i	i	i	-5	i	-2	5
20	Cc1ccc(SCc2cc(=O)n3[nH]c(C)nc3n2)cc1	i	i	i	i	i	i	i	-6	i	-6	-8
21	O=C(NCc1ccco1)c1cnc2sccn2c1=O	i	i	i	i	i	i	i	0	i	-3	15
22	COc1ccc(Cc2nnc(NC(=O)Nc3ccc(F)cc3)s2)cc1OC	i	i	i	i	i	i	i	-2	i	-4	1
23	CCOc1ccc(NC(=O)C2CC(=O)N(C)C(=Nc3ccc4c(c3)OCO4)S2)cc1 (stereo unspecified)	i	i	i	i	i	i	i	2	i	-7	-3
24	Cc1ccccc1OCC(=O)NNC(=O)c1cc(S(=O)(=O)N(C)C)ccc1N1CCCC1	i	i	i	i	i	i	i	6	i	-12	-4
25	Cc1ccc(-c2nc(SCC(N)=O)c(C#N)c3c2CCCC3)cc1	i	i	i	i	i	i	i	11	i	-7	4
26	CC(=O)c1cc2c(cc1N/C(=N/S(=O)(=O)c1ccc(C)cc1)c1ccccc1)OCO2	i	i	i	i	i	i	i	-5	i	-10	-1
27	CC(C)S(=O)(=O)C/C(N)=N/OC(=O)c1cc(Cl)cc(Cl)c1	i	i	i	i	i	i	i	10	i	-9	-16
28	CC[n+]1c(-c2ccccc2)csc1Nc1c(C)n(C)n(-c2ccccc2)c1=O	i	i	i	i	i	i	i	-5	i	-8	13
29	CC(=Nc1ccc2c(c1)nc(CO)n2C)C1=C(O)CC(C)(C)CC1=O	i	i	i	i	i	i	i	-7	i	-3	-12
30	CC(=O)c1c(Nc2ccc3c(c2)OCCO3)oc(C)cc1=O	i	i	i	i	i	i	i	21	i	-3	2
31	Cn1c(=O)c2c(ncn2CC(=O)N/N=C/c2c[nH]c3ccccc23)n(C)c1=O	i	.	i	i	i	i	i	.	i	-7	-1
32	COc1ccc(C)cc1NC(=O)CN(C)S(=O)(=O)c1cc(C)ccc1OC	i	i	i	i	i	i	i	-1	i	-5	-5
33	COc1cc(C(=O)NCCC(c2ccccc2)c2ccccc2)cc(OC)c1OC	i	i	i	i	i	i	i	-5	i	-6	-2
34	CCN(C(=S)NC(=O)C1CC1)c1ccccc1	i	i	i	i	i	i	i	.	i	-15	1
35	CN1C(=O)c2ccccc2Sc2ccc(NC(=O)NC3CC3)cc21	i	i	i	i	i	i	i	2	i	-5	1
36	Cc1ccc(N2CC(C(=O)Nc3cc(Cl)ccc3-n3cncn3)CC2=O)cc1 (stereo unspecified)	i	i	i	i	i	i	i	-8	i	-14	-3
37	Cc1ccc(N2CC(NS(=O)(=O)c3cccnc3)CC2=O)cc1 (stereo unspecified)	i	i	i	i	i	i	i	-1	i	-5	3
38	COc1cc2c(cc1OC)CN(c1nc(CN3CCOCC3)nc3sc4c(c13)CCCC4)CC2	i	i	i	i	i	i	i	-5	i	-8	-6
39	Cc1ccnc(NC(=O)CNC(=O)Cc2cccc3ccccc23)c1	i	i	i	i	i	i	i	9	i	-14	-1
40	Cc1sc(NC(=O)CS(=O)(=O)c2ccccc2)c(C(N)=O)c1C	i	i	i	i	i	i	i	6	i	-10	-6
41	CCN(CC)C(=O)Cn1c(=O)n(-c2ccccc2)c(=O)c2c3c(sc21)CCC3	i	i	i	i	i	i	i	4	i	-14	1
42	CC(Oc1ccccc1)C(=O)N=Nc1c(O)[nH]c2ccc(Br)cc12 (stereo unspecified)	i	i	i	.	i	i	i	1	i	-5	5
43	C[C@H](NC(=O)[C@H]1N2C(=O)c3ccccc3C2SC1(C)C)C(=O)N1CCCCC1 (stereo partly specified)	i	i	i	i	i	i	i	-3	i	-9	-21
44	COc1ccc(N2CCN(C(=O)Cc3cccs3)CC2)cc1	i	-9.5*	i	i	i	i	i	5	i	3	-4
45	Cc1[nH]c(C)c(S(=O)(=O)N2CCC(C)CC2)c1C(=O)N1CCCC1	i	i	i	i	i	i	i	-2	i	-8	6
46	O=C(O)c1ccc(Nc2nc3c(s2)CCCC3)cc1	i	i	i	i	i	i	i	8	i	-5	25
47	CC1=NN(C(=O)CCc2ccccc2)C(O)(c2ccncc2)C1 (stereo unspecified)	i	i	i	i	i	i	i	.	i	-2	-13
48	O=C(O)c1cnn(-c2nc(-c3cccc(F)c3)cs2)c1C(F)(F)F	i	i	i	i	i	i	i	12	i	-5	0
49	COCC(=O)Nc1cc(C)cn(Cc2cccc(C(F)(F)F)c2)c1=O	i	i	i	i	i	i	i	1	i	-16	5
50	S=C1NCN(CCc2ccccc2)CN1	i	i	i	i	i	i	i	2	i	-8	-12
51	Cc1ccc(S(=O)(=O)Nc2cc3c4c(c2)CCN4C(=O)CC3)cc1	i	i	i	i	i	i	i	10	i	-13	-8
52	Cc1nc(NC(=O)c2c(-c3ccccc3)noc2C)sc1C(=O)N(C)C	i	i	i	i	i	i	i	0	.	-6	.
53	O=C(CN1CCN(c2ccccn2)CC1)N1c2ccccc2Sc2ccc(C(F)(F)F)cc21	i	i	i	i	i	i	i	4	i	-11	10
54	CC(=O)CNc1ccc(S(=O)(=O)N/N=C/c2ccccc2)cc1	i	i	i	i	i	i	i	3	i	-9	2
55	COC(=O)C1(CCSC)NC(c2ccc(O)c(OC)c2)C2C(=O)N(c3ccc(C)cc3)C(=O)C21 (stereo unspecified)	i	i	i	i	i	i	i	-3	i	-11	3
56	Cc1cccc(/C=N/n2c(C)cc(C)c(C#N)c2=O)c1	i	i	i	i	i	i	i	1	i	-23	-5

(cont.)
nr	mol	TRPC4 agonist	KCNK3 block	TRPC4 PAM	TRPC4 block	KCNQ1 block	KCNK9 inh	KCNQ1 pot	DYRK1A inh	PolyA inh	hERG rescue	Platelet DG rel
57	Cc1c(C(=O)N2CCCC2)c(S(=O)(=O)Nc2ccccc2)c(C)n1C	i	i	i	i	i	i	i	-3	i	-5	-53
58	CC1Sc2ccc(S(=O)(=O)CCC(=O)N3CCN(c4ccccc4)CC3)cc2NC1=O (stereo unspecified)	i	i	i	i	i	i	i	1	i	-5	10
59	CN(C)c1nc(F)c(F)c(S(=O)(=O)c2ccccc2)c1F	i	i	i	i	i	i	i	-5	i	-8	-1
60	C[C@H](NC(=O)[C@H]1N2C(=O)c3ccccc3C2SC1(C)C)C(=O)N1CCC[C@H]1C(=O)O (stereo partly specified)	i	i	i	i	i	i	i	-1	i	-5	-1
61	COCCNC(=O)Cn1cnc2c1c(=O)n(C)c(=O)n2C	i	i	i	i	i	i	i	1	i	-8	-3
62	CCC(O)CNc1nc(-n2nc(C)cc2C)nc2sc3c(c12)CC(C)(C)OC3 (stereo unspecified)	i	i	i	i	i	i	i	-1	i	-10	-9
63	COc1ccc(C2(C(=O)NCCN3CCOCC3)CCOCC2)cc1	i	i	i	.	i	i	i	4	i	-6	1

Printed as active in KCNK3 block (from the list above):
| no. | smiles | KCNK3 block | TRPC4 PAM | TRPC4 block | KCNQ1 block | KCNK9 inh | KCNQ1 pot | DYRK1A inh | PolyA inh | Platelet DG rel |
| --- | --- | --- | --- | --- | --- | --- | --- | --- | --- | --- |
| 44 | COc1ccc(N2CCN(C(=O)Cc3cccs3)CC2)cc1 | -9.5* | i | i | i | i | i | 5 | i | -4 |

A portion of the library; rates above refer to the full screens.
